Compound activity as filed in PubChem BioAssay.
Tb PGK inh: qHTS Assay to Find Inhibitors of Phosphoglycerate Kinase | Phosphoglycerate kinase, glycosomal (Trypanosoma brucei brucei), P07378 | PGK/GAPDH coupled, Kinase-Glo luminescence, 60 min | Potency, µM (series often up to 57.5 µM), inactives show top-dose activity change, negative = inhibition, actives largely listed as inhibitors | actives 0.043% (n = 380,000); further: potency means the concentration at half of the fitted maximal effect; on the % scale 0 is the no-effect control and ±100 the full control effect; nearly all actives have a fitted effect of over 60% in size
Target sequence (P07378 whole entry, looked up): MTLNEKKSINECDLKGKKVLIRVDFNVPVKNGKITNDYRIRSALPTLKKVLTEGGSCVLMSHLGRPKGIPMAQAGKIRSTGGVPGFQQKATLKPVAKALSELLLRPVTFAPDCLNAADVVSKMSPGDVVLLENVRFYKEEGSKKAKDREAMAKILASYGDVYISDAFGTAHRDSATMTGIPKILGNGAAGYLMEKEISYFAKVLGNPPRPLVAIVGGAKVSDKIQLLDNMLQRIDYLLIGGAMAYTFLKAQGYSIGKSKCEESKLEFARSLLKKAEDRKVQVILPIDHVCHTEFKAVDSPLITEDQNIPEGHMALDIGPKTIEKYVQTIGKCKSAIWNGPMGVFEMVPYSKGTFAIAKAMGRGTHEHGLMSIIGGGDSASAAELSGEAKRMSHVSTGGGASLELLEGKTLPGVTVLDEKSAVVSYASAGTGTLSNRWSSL
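Luminescent ATP detection (Kinase-Glo Plus) follows a 60-minute room-temperature incubation, with wells lacking PGK as controls. Buffer: 100 mM TEA (pH 7.6), 5 mM MgCl2, 0.01% Tween-20. Coupling enzyme GAPDH (100 nM final) supplies unstable 1,3-BPG in-well.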
G9a inh: qHTS Assay for Inhibitors of Histone Lysine Methyltransferase G9a. Histone-lysine N-methyltransferase EHMT2 (Homo sapiens), Q96KQ7. G9a H3K9 monomethylation, AlphaScreen, 2 h. Potency, µM (highest dose often 102 µM), for the others: top-dose activity, negative = inhibition, hits mostly inhibitors. actives 8.8% (n = 350,000). AID 504332, 2011; further: potency means the concentration at half of the fitted maximal effect; on the % scale 0 is the no-effect control and ±100 the full control effect; nearly all actives have a fitted effect of over 75% in size
Target sequence (Q96KQ7 913-1193 limits assumed): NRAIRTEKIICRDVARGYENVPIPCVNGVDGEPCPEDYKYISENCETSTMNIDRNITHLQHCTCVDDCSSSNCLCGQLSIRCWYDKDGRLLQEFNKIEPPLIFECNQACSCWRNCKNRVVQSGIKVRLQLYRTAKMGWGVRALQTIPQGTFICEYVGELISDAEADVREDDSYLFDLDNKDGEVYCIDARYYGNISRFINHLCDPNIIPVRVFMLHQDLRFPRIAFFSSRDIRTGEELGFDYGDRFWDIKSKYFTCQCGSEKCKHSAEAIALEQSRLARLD
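G9a (20 nM) preincubated 15 min RT with compounds, then 500 nM biotinylated H3K9 peptide and 20 uM SAM added; 2 h RT reaction. Monomethyl-H3K9 product detected by AlphaScreen with anti-H3K9me1 antibody, streptavidin donor and anti-rabbit IgG acceptor beads.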
GLS inhibitor: qHTS for Inhibitors of Glutaminase (GLS); Glutaminase kidney isoform, mitochondrial (Homo sapiens), O94925; GLS enzymatic activity, qHTS titration; Potency, µM (doses to about 45.5 µM), without a hit: at the highest dose activity change, negative = inhibition, actives largely listed as inhibitors; actives 0.21% (n = 410,000); further: potency means the concentration at half of the fitted maximal effect; on the % scale 0 is the no-effect control and ±100 the full control effect
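Read-out is an Amplex red fluorescence increase coupled through glutamate oxidase and HRP, measured before and after 30 min room-temperature incubation. hKGA is in 45 mM KH2PO4 (pH 8.2) with 0.02% Tween-20; glutamine added as 1mM solution.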
HP1b chromo inh: HTS for Inhibitors of HP1-beta Chromodomain Interactions with Methylated Histone Tails; AlphaScreen HP1-beta / biotin-H3K9me3 peptide binding; Potency, µM (top dose mostly 114 µM), inactives show top-dose activity change, negative = inhibition, hits mostly inhibitors; actives 0.56% (n = 390,000); AID 540317, 2011; further: potency means the concentration at half of the fitted maximal effect; nearly all actives have a fitted effect of over 70% in size; inactives centre near 23
Target sequence (P83916 whole entry, looked up): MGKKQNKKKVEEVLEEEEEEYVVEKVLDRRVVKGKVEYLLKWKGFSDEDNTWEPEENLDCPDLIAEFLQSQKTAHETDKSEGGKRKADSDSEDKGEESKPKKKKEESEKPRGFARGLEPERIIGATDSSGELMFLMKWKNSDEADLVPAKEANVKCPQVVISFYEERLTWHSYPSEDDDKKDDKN
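Compound inhibition of the preformed complex between 50 nM HP1-beta and 50 nM biotinylated H3K9me3 peptide was read by AlphaScreen. Buffer was PBS pH 7.4 with 0.01% Tween-20. Incubations ran 30 min at room temperature, with 10 ug/mL donor/acceptor beads.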
POLH inh: qHTS for Inhibitors of Polymerase Eta; DNA polymerase eta (Homo sapiens), Q9Y253; recombinant Pol eta, fluorescent DNA replication assay; actives 1.2% (n = 390,000); Potency, µM (series often up to 114 µM), for inactives: top-dose activity change, negative = inhibition, actives largely listed as inhibitors; further: potency means the concentration at half of the fitted maximal effect; on the % scale 0 is the no-effect control and ±100 the full control effect
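Pol eta (10 nM) was preincubated with compounds for 15 min at room temperature, after which fluorescent replication substrate (50 nM final) was added to start the reaction. Fluorescence was read kinetically at 0 and 10 min.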
Pin1 inh: qHTS Assay to Find Inhibitors of Pin1. AID 504891, 2011. actives 0.009% (n = 390,000). Peptidyl-prolyl cis-trans isomerase NIMA-interacting 1 (Homo sapiens), Q13526. Potency, µM (doses to about 115 µM), for the others: at the highest dose activity, negative = inhibition, most hits filed as inhibitors. Pin1 FP peptide displacement, HiFluor488, 10 min; active means well fitted inhibition curve with a large enough effect in the polarisation, with a control signal flat, not every such curve was filed as active; inconclusive means small, poorly fitted or top-dose-only effect, or effect the other way, or a change in a side signal; inactive means no such curve, though single readings can be large or run the other way; the % refers to the polarisation; further: potency means the concentration at half of the fitted maximal effect; on the % scale 0 is the no-effect control and ±100 the full control effect
Target sequence (Q13526 whole entry, looked up): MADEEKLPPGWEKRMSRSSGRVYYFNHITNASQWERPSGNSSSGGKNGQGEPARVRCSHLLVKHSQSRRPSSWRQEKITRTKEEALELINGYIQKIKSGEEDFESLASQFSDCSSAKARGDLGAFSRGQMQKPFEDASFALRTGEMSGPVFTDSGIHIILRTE
JMJD2A Tudor: qHTS Assay for Inhibitors of JMJD2A-Tudor Domain. Lysine-specific demethylase 4A (Homo sapiens), O75164. AlphaScreen JMJD2A-Tudor / H3K4me3 peptide binding. Potency, µM (top dose mostly 114 µM), inactives show at the top dose activity change, negative = inhibition, most hits filed as inhibitors. actives 4.4% (n = 390,000); further: potency means the concentration at half of the fitted maximal effect; on the % scale 0 is the no-effect control and ±100 the full control effect; nearly all actives have a fitted effect of over 50% in size
BAZ2B inh: qHTS Assay for Inhibitors of BAZ2B. Potency, µM (doses to about 114 µM), for the others: top-dose activity change, negative = inhibition, actives largely listed as inhibitors. AID 504333, 2011. actives 4.4% (n = 360,000). AlphaScreen BAZ2B-H3K14Ac peptide displacement; further: potency means the concentration at half of the fitted maximal effect; on the % scale 0 is the no-effect control and ±100 the full control effect; nearly all actives have a fitted effect of over 60% in size
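AlphaScreen displacement: compounds (up to 110uM) incubated 30 min at room temperature with a preformed 50 nM BAZ2B/50 nM biotinylated H3K14Ac peptide complex in PBS pH 7.4 with Tween-20. Donor and acceptor beads at 10 ug/mL final added, 20 min light-protected before reading.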
PI4K2A inh: qHTS for small molecular inhibitors of PI4K2A. actives 0.13% (n = 420,000). purified PI4K2A, ADP-Glo luminescence, 1 h; hits give low values. activity change, negative = inhibition, % at 76.9 µM. Phosphatidylinositol 4-kinase type 2-alpha (Homo sapiens), Q9BTU6; in the data active means activity change below about -50%; inconclusive means mostly about -30% to -49%;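 further: -100% = wells without enzyme as full effect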
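PI4K2A activity was measured by ADP-Glo luminescence: enzyme (4 ug/mL stock) and phosphatidylinositol (1.2 mM stock) in Tris pH 7.5/MgCl2/EGTA/Triton X-100 buffer were reacted with ATP (300 microM stock) for one hour at ambient temperature.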
Starred values were filed as active, the others as inactive; i = inactive; ? = inconclusive; . = no result given; & = joins results of further samples; [ ] = another dose, or the depositor's remark. Unless noted, the call rests on the fitted dose curve; in most records, active means well fitted curve in the direction sought with a large enough effect; inconclusive means small, poorly fitted or top-dose-only effect, or another doubt; inactive means no such curve, though single readings can be large; an effect the other way counts as inactive or inconclusive. A portion of the library; rates above refer to the full screens.

SMILES	Tb PGK inh	G9a inh	GLS inhibitor	HP1b chromo inh	POLH inh	Pin1 inh	JMJD2A Tudor	BAZ2B inh	PI4K2A inh
COc1ccc(CC(=O)Nc2cccc(S(=O)(=O)N3CCOCC3)c2)cc1OC	0%	-9%[59 µM]	-8%	43%[activator]	-6%	10%	-7%	-6%	-2
C=CCN(Cc1ccc(OC)c(OC)c1)C(=O)N1CCOCC1	-6%	19%	-5%	71%[activator]	-14%	-9%	-21%	8%	7
O=C(NCc1cccs1)c1ccncc1	3%	-33%[59 µM]	8%	55%[activator]	-14%	-6%	-1%	-16%	4
Cc1cccc(OC(=O)c2cncc(Br)c2)c1	8%	?	-8%	23%	-11%	-7%	36%[activator]	30%	-1
CC(C)c1ccc(S(=O)(=O)c2nnn3c2nc(N2CCCCC2)c2ccccc23)cc1	-9%	-5%	2%	38%	-7%	0%	-7%	0%	1
COc1ccc(NC(=O)c2cccc(Oc3ccccc3)c2)cn1	4%	9%	-1%	37%[activator]	-12%	-5%	4%	11%	-26
O=C(NCc1ccccc1)c1nc(S(=O)(=O)Cc2ccccc2)ncc1Cl	-13%	-3%[0.501 µM]	-1%&-13%	12%&48%	-13%	4%&7%	-28%&-15%	-15%&-5%	2&13
CC1(c2ccccc2Cl)NC(=O)N(CC(=O)Nc2ccc(N3CCOCC3)cc2)C1=O (centres undefined)	-3%	.	28%	17%	-13%	2%	-4%	.	-4
COc1cccc(N2CC(NC(=O)CCCc3ccccc3)CC2=O)c1 (centres undefined)	-4%	-10%[59 µM]	-7%	27%	11%	0%	-8%	-1%	4
COC(=O)c1ccc(NC(=O)c2ccc3nccnc3c2)cc1	-9%	-2%[59 µM]	-4%	-10%	-10%	3%	-6%	5%	-7
COc1ccc(CNC(=O)CSc2ncc3c(n2)-c2ccc(Cl)cc2N(Cc2ccccc2)S3(=O)=O)cc1	-6%	-26%[59 µM]	-5%	-4%	2%	11%	-3%	2%	-7
Cc1ccc(CSc2nncn3c2cc2sccc23)cc1	-7%	-1%[59 µM]	-8%	33%	-28%	-1%	3%	-3%	-4
Cc1ccc(C2CC(c3ccco3)n3nc(N)nc3N2)cc1 (centres undefined)	-4%	11%	-8%	28%	-5%	-1%	-24%	9%	-4
Cc1[nH]nc2c1C(c1cccnc1)N(c1ccc(Br)cc1)C2=O (centres undefined)	-3%	?	4%	5%	4%	5%	-6%	-4%	-1
CC(C)CCNC(=O)CCn1c(=S)oc2ccccc21	-2%	?	6%	30%	-15%	-7%	-8%	11%	-1
O=c1cccc(-c2ccccc2)[nH]1	i	-19%	8%	62%[activator]	-6%	-1%	-7%	0%	2
CCOc1ncccc1C(=O)OCC(=O)Nc1ccc(-c2nc3ccc(C)cc3s2)cc1	-3%	13%[59 µM]	4%	11%	-18%	33%[activator]	-5%	1%	-7
O=c1c(-c2cc(-c3ccccc3)nc3c2COc2ccc(Cl)cc2-3)coc2ccc(F)cc12	6%	-11%[59 µM]	3%	6%	-14%	-1%	-18%	-38%	3
COc1ccccc1N1CCN(C(=O)C(C)NC(=O)c2cccc([N+](=O)[O-])c2)CC1 (centres undefined)	-9%	-6%	-5%	11%	-7%	-4%	-7%	0%	-7
COc1cccc(CN2CC(C(=O)NCCN3CCOCC3)CCC2=O)c1 (centres undefined)	-3%	-5%	-7%	71%[activator]	-15%	-10%	-3%	-2%	-5

A different layout for part of the listing above.
SMILES,Tb PGK inh,G9a inh,GLS inhibitor,HP1b chromo inh,POLH inh,Pin1 inh,JMJD2A Tudor,BAZ2B inh,PI4K2A inh
Cc1ccc(C2CC(c3ccco3)n3nc(N)nc3N2)cc1 (centres undefined),-4%,11%,-8%,28%,-5%,-1%,-24%,9%,-4
Cc1[nH]nc2c1C(c1cccnc1)N(c1ccc(Br)cc1)C2=O (centres undefined),-3%,?,4%,5%,4%,5%,-6%,-4%,-1
CC(C)CCNC(=O)CCn1c(=S)oc2ccccc21,-2%,?,6%,30%,-15%,-7%,-8%,11%,-1

The listing continues.
SMILES	Tb PGK inh	G9a inh	GLS inhibitor	HP1b chromo inh	POLH inh	Pin1 inh	JMJD2A Tudor	BAZ2B inh	PI4K2A inh
CCCCCCNC(=O)O[C@H]1Cn2c(=O)ccc(=O)n2[C@@H]2CN(S(=O)(=O)c3ccc(C)cc3)C[C@]12O	1%	.	3%	.	-8%	.	.	.	-11
COc1cc(OC)c(NC(=O)Cn2ncn3c(cc4cc(C)ccc43)c2=O)cc1Cl	i	34%[59 µM]	1%	83%[activator]	-20%	12%	-2%	15%	0
O=C1CC(c2ccc(F)cc2)Cc2nc(N3CCN(c4ccccc4)CC3)ncc21 (centres undefined)	3%	?	16%	15%	-9%	5%	-3%	13%	6
CCC1=C(OC(=O)N(CC)CC)N2C(=O)OC(=NCCOC)[C@]2(Cc2ccccc2)[C@H]2C1=CC[C@H]1C(=O)N(C)C(=O)[C@H]12	-2%	33%[12.7 µM]	2%	41%[activator]	5%	-12%	-27%	-3%	1
CCOC(=O)N1CCN(C(=O)c2ccc(-n3c(C)ccc3C)cc2)CC1	-6%	-13%	11%	36%	-12%	-4%	-9%	5%	0
COc1ccc(CNC(=O)CCS(=O)(=O)c2cc(Br)cc3c2N(C(C)=O)C(C)C3)cc1 (centres undefined)	-5%	-25%[59 µM]	-7%	-3%	1%	-15%	-9%	-28%	4
CN(C1CCCCC1)S(=O)(=O)Cc1ccccc1	-4%	32µM*	-1%	-1%	-5%	7%	-10%	2%	0
COC(=O)c1cccc(C23CC4(C2)[C@H](CN(C)[C@@H]4c2ccccc2)C3c2ccccc2)c1 (some centres undefined)	-6%	-43%[59 µM]	1%	6%	-19%	9%	?	?	-3
COc1ccccc1N(CC(=O)NC1CCCCC1)C(=O)Cn1nnc(-c2ccc(C)o2)n1	-1%	-7%	1%	-12%	-18%	1%	-22%	-23%	6
O=C(Cn1nc(-c2ccco2)ccc1=O)Nc1cc(Cl)ccc1Cl	6%	.	12%	29%	-8%	-3%	-12%	8%	-1
N#CC1C(=O)c2ccccc2C1c1ccccc1 (centres undefined)	-5%	.	33%[activator]	-18%	12%	-1%	?	.	-19
c1cnn(-c2nc(N3CCOCC3)nc(N3CCOCC3)n2)c1	-5%	18%	.	38%	2%	-4%	3%	9%	3
COc1ccc(C(=O)/C=C/Nc2cc(C)on2)c(OC)c1	-2%	-41%[59 µM]	14%	26%	-13%	2%	-12%	-12%	-1
COc1cccc(/C=C2\SC(=O)N(CCC(=O)N3CCC(C(=O)O)CC3)C2=O)c1	i	71µM*	6%	40%[activator]	-20%	0%	-12%	?	-16
CC(C)(C)c1ccc(NC(=O)c2ccc(=O)[nH]n2)cc1	-5%	15%[2.33 µM]	1%	17%	5%	0%	-13%	-2%	3
COc1cc2c(cc1OC)CN(C(=O)CSc1nc(C)cc(C)c1C#N)CC2	-2%	?	-1%	26%	-10%	-6%	-4%	32%[activator]	11
CC1CC(C)CN(CCCNC(=O)Cc2c(C(=O)O)n(C)c3ccccc23)C1 (centres undefined)	.	-4%	0%	2%	7%	-2%	-6%	9%	-4
CCOc1ccccc1C(=O)OCC(=O)Nc1ccc(OC(F)F)cc1	-1%	31%[12.7 µM]	-2%	32%	-13%	-3%	-3%	6%	-2
CCOC(=O)C1=C(C)NC(=S)NC1c1ccc(OCC(=O)N2CCCCCC2)cc1 (centres undefined)	-6%	8%	11%	39%[activator]	-7%	2%	-10%[57.1 µM]	-1%	6
COc1ccc2oc(=O)c(C(=O)NCc3cccnc3)cc2c1	-8%	-23%[59 µM]	-2%	17%	-11%	-3%	9%	5%	-5
CC(C)COC(=O)C1[C@H]2C(=O)N(Cc3cccs3)C[C@]23C=C[C@H]1O3 (some centres undefined)	.	21%[12.7 µM]	2%	17%	10%	-12%	4%	7%	-3
CC(=O)Nc1ccc(S(=O)(=O)Nc2nc3ccccc3nc2-n2ccc(=NC(=O)c3ccc(F)cc3)cc2)cc1	-4%	-9%	11%	34%	5%	?	-8%	-1%	1
CC(=O)Nc1ccc(N(C(=O)CNC(=O)c2ccco2)C(C(=O)NC2CCCC2)c2ccco2)cc1 (centres undefined)	-8%	-11%	-5%	26%	-12%	-1%	4%	0%	0
O=C(Cn1cc(C(=O)C2CCCCC2)c2ccccc21)Nc1ccccc1Cl	-3%	5%[59 µM]	1%	26%	-16%	20%	-3%	-1%	-3
FC(F)(F)c1cc(-c2ccccc2)nc(NCc2cccnc2)n1	9%	16%[59 µM]	6%	70%[activator]	-6%	2%	-2%	0%	-2
O=C(CN1C(=O)c2ccccc2C1=O)N1CCN(c2ccccc2)CC1	0%	-37%[59 µM]	13%	40%	-23%	1%	-4%	2%	-3
Cc1cc(=O)oc2cc(OCC(=O)NC3CCCCC3)ccc12	-5%	7%	-3%	2%	-15%	0%	-3%[57.1 µM]	-3%	6
